# High-throughput results: PubChem BioAssay, several laboratories
# bovine MsrA act = bovine methionine sulfoxide reductase A activation | purified bovine MsrA, absorbance read-out | activation, % at 10.6 µM | 0.3% of 360,000 active; in the data active = activation above about 7.5%;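 note: 0% = vehicle and 100% = reference activator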
# Rin1-Abl PPI inh = human Rin1-Abl interaction inhibition; P00519+Q13671; TR-FRET Rin1/Abl binding, biochemical; inhibition, % at 7.35 µM; 0.4% of 360,000 active; AID 588664; in the data active = inhibition above about 5%, passing the limit was not always enough
# MT1-MMP act inh = MT1-MMP (human) activation inhibition. HT1080 RFP-PRO-GFP cells, GFP/RFP ratio fluorescence, overnight; percent of plate control window, DMSO zero. GFP/RFP ratio change, % at 20 µM. 0.061% of 360,000 active;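 active = GFP/RFP ratio change of at least 30% with cell ATP level not reduced by more than half and red fluorescence within 50% of control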; note: strong numbers were not always called active
#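 Test system: HT1080 RFP-PRO-GFP cells; Benchmarks: DMSO and RFP-L50D-GFP cell wells; Timing: cells overnight before dosing, compound overnight, 37 °C, 5% CO2; Compound: one 20 µM compound dose with 1% DMSO; Read-out: GFP/RFP fluorescence ratio.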
# Rpn11 inh = inhibitors of human proteasome Rpn11; calls only at 20 µM; AID 588493; 0.59% of 360,000 active; human 26S proteasome, Ub4-pepOG fluorescence polarization; 20S core pre-blocked with epoxomicin;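 active = inhibition at 20 µM, scaled to each plate's controls, above about 33%, limit read from the data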
# MLLE-PAM2 inh = blocks PAM2 peptide binding to the PABP1 MLLE domain; inhibition, % at 20 µM; GST-MLLE / FITC-PAM2 fluorescence polarization; 0.36% of 360,000 active; P11940; in the data active = inhibition above about 35%, passing the limit was not always enough;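 note: plate controls were DMSO wells with GST-MLLE for no effect and wells lacking GST-MLLE protein for full effect; some results filed as inactive read as strong as hits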
# E coli Lon inh = inhibits E. coli Lon protease; inhibition, % at 7.94 µM; purified E. coli Lon protease, fluorescence polarization; P0A9M0; 0.42% of 360,000 active; AID 602123; in the data active = inhibition above about 13%, passing the limit was not always enough;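 note: 0% = enzyme with probe and DMSO and 100% = no enzyme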
# CSN deneddyl inh = CSN deneddylation inhibition; Q92905; Purified CSN, SCF-Nedd8-OG deneddylation, fluorescence polarization; inhibition, % at 12.5 µM; 0.38% of 360,000 active; AID 651999;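 active = pattern-corrected inhibition above about 35%, with an unprinted fluorescence ratio check between 0.5 and 1.5, limit read from the data, passing the limit was not always enough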;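 note: 0% = enzyme with substrate and 100% = substrate without enzyme; some results filed as inactive read as strong as hits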
#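 Schedule: reaction 90 min, room temperature / Assay system: HEK293T-derived human Csn5 enzyme / Input: Csn5 at 0.24 nM final / Measure: inhibition of Csn5 cleavage, % / Control set: substrate-only high control, full reaction low control / Technique: fluorescence polarization of the substrate / Buffer or medium: Tris/NaCl/DTT buffer, pH 7.5 / Reagent: SCFSkp2-Nedd8OG substrate at 10 nM final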
# MsrA inh = inhibits bovine methionine sulfoxide reductase A; 0.75% of 360,000 active; inhibition, % at 15.5 µM; purified bovine MsrA, absorbance read-out; AID 651718; in the data active = inhibition above about 4.5%;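 note: 0% = vehicle wells with enzyme and 100% = reference inhibitor wells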
# FAS TE block = FAS thioesterase (human) inhibition | 0.67% of 360,000 active | inhibition, % at 15 µM | recombinant FAS-TE, OMFH fluorogenic substrate, fluorescence endpoint;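 active = compounds whose normalised, plate-corrected inhibition of enzyme fluorescence in the single-dose primary screen is 50% or more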;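 note: 0% = DMSO with enzyme and 100% = substrate without enzyme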
# Numbers without * were called inactive; i = inactive; / = no result given.
No.	smiles	bovine MsrA act	Rin1-Abl PPI inh	MT1-MMP act inh	Rpn11 inh	MLLE-PAM2 inh	E coli Lon inh	CSN deneddyl inh	MsrA inh	FAS TE block
1	Cc1ncc(CO)c(/C=N/NC(=S)Nc2cccc(Cl)c2)c1O	-3	2	-7	i	-10	2	7	/	-5
2	COc1ccc(S(=O)(=O)N2CCCCCC2)cc1N	-13	3	-4	i	4	1	-2	0.8	-2
3	Cc1nn(CC(=O)Nc2nnc(C(C)C)s2)c(=O)c2ccccc12	-5	3	-1	i	-1	-7	-5	0.3	-3
4	COc1ccccc1N(C)S(=O)(=O)c1ccc(Cl)c(C(=O)NCC2(N(C)C)CCCCC2)c1	-3	4	4	i	-1	1	-2	-0.8	-9
5	C=CCn1c(N/N=C/c2ccc(O)cc2)nc2ccccc2c1=O	-2	0	11	i	-6	-3	2	2.9	7
6	COc1ccc(C(=O)Nc2ccc(S(=O)(=O)N3CCCCC3C)cc2)c(OC)c1OC (centres undefined)	-1	1	-1	i	6	-1	-1	0.0	28
7	CC(C)=C[C@H]1C[C@H](C)[C@H]2CC[C@H](C)c3c(O)c(O[C@H]4OC[C@H](O)[C@@H](O)[C@@H]4O)c(C)c1c32	-9	1	10	i	-7	9	6	-0.2	8
8	Cc1nc(SC2CC(=O)N(c3cc(Cl)cc(Cl)c3)C2=O)nc2c1CCCC2 (centres undefined)	-2	-3	-2	i	9	-3	-3	0.7	29
9	Cc1cccc(C)c1NC(=O)C1CCCNC1 (centres undefined)	-1	2	6	i	7	2	-3	-0.4	-5
10	CCN(CC(=O)Nc1ccc(NC(C)=O)cc1)C(=O)CCCc1c[nH]c2ccccc12	-7	2	-4	i	-1	1	0	-0.5	-2
11	Cc1cc(Cl)ccc1NC(=O)CN1C(=O)C(=O)N(C2CCCC2)C1=O	-6	0	0	i	0	0	5	0.0	0
12	Cc1ccc(C)c(NC(=O)c2ccccc2C(=O)c2ccccc2)c1	-2	3	1	i	6	-4	-2	-1.1	11
13	Cc1ccc(OCC(=O)NC(=S)Nc2ccc3c4c(cccc24)CC3)cc1	-1	-5	-2	i	13	-3	-2	-1.6	7
14	CCC(=O)NC(=S)NNC(=O)c1ccccc1[N+](=O)[O-]	-3	1	-3	i	10	-3	2	-0.8	-4
15	COc1ccc(/C=N/c2oc(C)c(C)c2C#N)c(OC)c1	-2	5	3	i	-12	-8	-4	1.6	-2
16	COc1ccc(/C(O)=C2/C(=O)C(=O)N(CCN3CCNCC3)C2c2cccc([N+](=O)[O-])c2)cc1 (centres undefined)	-5	-1	-1	i	5	3	2	1.0	-5
17	CCOc1ccc(NC(=O)c2ccc3[nH]c(=O)c(=O)[nH]c3c2)cc1	-3	-1	-1	i	-8	0	1	4.6*	-8
18	CC(=O)c1cccc(Nc2c([N+](=O)[O-])c(=O)oc3ccccc23)c1	-2	-5	0	i	10	10	-1	2.3	-2
19	CC1CN(C(=O)c2cccc(S(=O)(=O)N3CCN(c4ccccc4)CC3)c2)CC(C)O1 (centres undefined)	9.1*	-2	2	i	21	-9	-4	-0.1	-5
20	CS(=O)(=O)N1CCCC(C(=O)NCCc2ccccc2)C1 (centres undefined)	-2	0	-2	i	9	2	0	-0.6	-6
21	O=C(Nc1ccccc1Cl)c1ccc2nsnc2c1	-5	-1	2	i	8	0	1	0.1	-4
22	O=C(OC1CCOC1=O)c1ccc(Cl)c(S(=O)(=O)N2CCCCC2)c1 (centres undefined)	-4	2	2	i	-9	5	-1	0.2	1
23	COCCn1c(SCC(=O)Nc2ccccc2OC)nc2ccccc2c1=O	2	1	-2	i	-10	-9	-2	1.2	8
24	COc1ccccc1Oc1ccc2c(c1)C(=O)N(CC1CCCO1)C2=O (centres undefined)	0	2	-6	i	10	3	-1	1.2	-6
25	CCN(C(=O)COC(=O)C1CCN(S(=O)(=O)c2ccc3c(c2)OCCO3)CC1)C1CCCCC1	0	-2	0	i	-12	4	6	-0.7	7

# Part of the list above, reduced to CSN deneddyl inh, Rpn11 inh and E coli Lon inh:
nr	molecule	CSN deneddyl inh	Rpn11 inh	E coli Lon inh
19	CC1CN(C(=O)c2cccc(S(=O)(=O)N3CCN(c4ccccc4)CC3)c2)CC(C)O1 (centres undefined)	-4	i	-9
20	CS(=O)(=O)N1CCCC(C(=O)NCCc2ccccc2)C1 (centres undefined)	0	i	2

# (continued)
No.	smiles	bovine MsrA act	Rin1-Abl PPI inh	MT1-MMP act inh	Rpn11 inh	MLLE-PAM2 inh	E coli Lon inh	CSN deneddyl inh	MsrA inh	FAS TE block
26	Cc1cccc(N(CC(=O)NC2CCCCC2)C(=O)c2ccc(C)s2)c1	-1	5	1	i	-6	-5	2	-0.2	8
27	COc1ccc(/C=N/NC(=O)c2ccc(COc3cccc4cccnc34)cc2)cc1O	-7	-2	9	i	-24	-2	-2	1.4	6
28	CC1=C(C(=O)Nc2ccccc2C)C(c2cccnc2)n2nc(CCCO)nc2N1 (centres undefined)	-2	3	0	i	-5	0	-1	1.1	-2
29	O=C(Cn1cc([N+](=O)[O-])ccc1=O)N1CCc2ccccc2C1	-2	0	3	i	-3	-2	-7	2.4	67*
30	COc1ccc(C(=O)N2CCCc3ccccc32)cc1	-10	-1	-6	i	-2	0	-2	-0.6	1
31	COc1ccc2c(c1)c(CC(=O)OC(C)C(=O)N(C)C)c(C)n2C(=O)c1ccc(Cl)cc1 (centres undefined)	-3	1	0	i	-4	3	-1	1.0	8
32	CC(=O)Nc1ccc(Oc2sc(C(=O)c3ccccc3)c(N)c2C#N)cc1	-2	-4	-6	i	11	-2	-4	1.2	21
33	COc1ccc(C2C(C(=O)/C=C/c3ccco3)=C(O)C(=O)N2CCN2CCOCC2)cc1 (centres undefined)	-3	-3	-4	i	0	1	10	0.2	-4
34	CC(=O)Nc1cc(C(=O)N(C)Cc2ccccc2)ccc1S(=O)(=O)c1ccc(C)cc1	-4	0	1	i	7	15	-4	-0.3	-2
35	COc1ccc(C(C)=O)cc1CSc1nncn1-c1ccccc1	2	-1	0	i	1	-5	2	-0.4	-12
36	O=C(NCc1ccc(F)cc1)C1CCCN1C(=O)NCc1ccccc1 (centres undefined)	-5	3	-1	i	-1	-6	2	-0.6	-5
37	Oc1c(Br)cc(Br)cc1CNc1cccc2cccnc12	0	4	-4	i	3	-11	15	0.6	10
38	CCC(c1nc2ccccc2[nH]1)N(Cc1cccnc1)C(=O)c1cc(-c2ccccc2)on1 (centres undefined)	-4	0	-3	i	0	2	-3	-1.2	-8
39	O=C(O)C1CC=CCC1C(=O)N1CCN(c2nc(-c3ccccc3)c3ccccc3n2)CC1 (centres undefined)	-4	2	-8	i	-1	-4	1	-0.6	-11
40	Cc1ccccc1N1CC(C(=O)Nc2nnc(SCCC3OCCO3)s2)CC1=O (centres undefined)	0	0	-1	i	-26	-11	13	-0.5	-8
41	COc1cc(CNc2ncnc3c2ncn3[C@H]2CN(Cc3ccccc3)C[C@@H](COC(C)=O)O2)cc(OC)c1OC	-2	4	5	i	1	-10	2	-1.1	-1
42	COCCC(=O)N1CCC(Oc2ccc(C(=O)NCc3nccn3C)cc2)CC1	-2	-2	-1	i	-3	5	-3	0.2	-6
43	CCN1C(=O)CC2CCCC1C2 (centres undefined)	-1	1	0	i	0	-8	-4	0.8	-2
44	CC(Oc1ccccc1)C(=O)Nc1nnc(S(=O)(=O)N2CCCCCC2)s1 (centres undefined)	-2	0	3	i	-6	-3	7	-0.4	-4
45	O=C(NNS(=O)(=O)c1c(F)cc(F)c(Cl)c1F)C12CC3CC(CC(C3)C1)C2	3	2	0	i	7	5	-2	-1.3	9
46	O=C(OCc1cc(-c2ccccc2)no1)c1ccc2ccccc2n1	0	2	3	i	0	-8	-6	-0.6	18
47	O=C(CN1CCC(c2nc3ccccc3[nH]2)CC1)Nc1ccc2c(c1)OCO2	-1	-1	6	i	-13	5	-6	-1.8	-8
48	COc1ccc(-c2nnn(CCC(=O)O)n2)cc1	-2	1	5	i	2	-4	-2	0.2	-7
49	CSc1ccc(/C=C(\C(=O)O)c2ccc(S(=O)(=O)N3CCCC3)s2)cc1	-9	4	-3	i	-20	-6	21	2.6	-1
50	CCOc1ccc2oc(-c3ccccc3)c(C(=O)N3CCN(CCO)CC3)c2c1	-11	0	0	i	-4	5	1	-0.1	-7

# At a glance, some entries already given.
No.	smiles	bovine MsrA act	Rin1-Abl PPI inh	MT1-MMP act inh	Rpn11 inh	MLLE-PAM2 inh	E coli Lon inh	CSN deneddyl inh	MsrA inh	FAS TE block
1	Cc1ncc(CO)c(/C=N/NC(=S)Nc2cccc(Cl)c2)c1O	-3	2	-7	i	-10	2	7	/	-5
2	COc1ccc(S(=O)(=O)N2CCCCCC2)cc1N	-13	3	-4	i	4	1	-2	0.8	-2
3	Cc1nn(CC(=O)Nc2nnc(C(C)C)s2)c(=O)c2ccccc12	-5	3	-1	i	-1	-7	-5	0.3	-3
4	COc1ccccc1N(C)S(=O)(=O)c1ccc(Cl)c(C(=O)NCC2(N(C)C)CCCCC2)c1	-3	4	4	i	-1	1	-2	-0.8	-9

# Continuation.
No.	smiles	bovine MsrA act	Rin1-Abl PPI inh	MT1-MMP act inh	Rpn11 inh	MLLE-PAM2 inh	E coli Lon inh	CSN deneddyl inh	MsrA inh	FAS TE block
51	Cc1cc(C)n2nc(C(=O)Nc3ccc4c(c3)OCO4)nc2n1	-11	-2	-5	i	-7	-3	-1	2.9	-6
52	Cc1cnn(-c2cc(N/N=C/c3ccc(F)cc3)ncn2)c1	-8	-1	0	i	0	0	2	0.3	-2
53	COc1ccc(C(=O)C2CCN(C(=O)c3ccc(OC)cc3)CC2)cc1	-2	1	-1	i	-6	6	3	0.2	-1
54	O=C(Nc1ccc(Cl)cc1Cl)c1ccc2c(c1)OCCO2	0	4	1	i	-3	-3	2	-0.3	18
55	CC1CCCCC1NC(=O)CCCCCn1c(=S)[nH]c2ccccc2c1=O (centres undefined)	-14	-2	-4	i	-107	8	0	-1.0	5

# Outcome played no part in choosing rows. Share with any hit: about 3.7%.
